FXN GAA850 act: FXN promoter activators, primary screen, cell-based, luciferase luminescence, HEK293 lucGAA850; HEK293 lucGAA850 FXN promoter luciferase reporter, 24 h; percent of 10 µM SAHA response; activation, % at 6 µM; 360,000 tested, 0.56% active; AID 540364, 2011;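 active = activation above the average of all compounds screened plus 3 SD, cutoff fixed separately per campaign, cut at about 7.5% in these data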;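 note: 0% = DMSO wells and 100% = 10 µM SAHA wells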
ssDAF-12 act: S. stercoralis DAF-12 nuclear receptor activators, primary screen, cell-based, luminescence, HEK293, GRIP1 co-expression, lit1-tk-luc | Nuclear hormone receptor DAF-12 (Strongyloides stercoralis) | 370,000 tested, 1% active | activation, % at 6.8 µM | AID 652126, 2013 | HEK293 ssDAF-12/GRIP1 lit1-tk-luc reporter; % of 3 µM dafachronic acid response;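 active = activation above the mean over all tested compounds plus 3 SD, cut at about 0.9% in these data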;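 note: 0% = DMSO-only wells and 100% = 3 µM delta7-dafachronic acid wells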
SMARCA2 act: SMARCA2 (BRM) function activators, primary screen, cell-based, luminescence, high throughput. MG213 cells, MMTV-luciferase reporter, dexamethasone, overnight. activation, % at 9.1 µM. 370,000 tested, 1% active. AID 652017, 2013; in the data active = activation above about 7.8%;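 note: 0% = vehicle wells and 100% = reference activator wells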
PLC-beta3 inh: human PLC-beta3 inhibitors, primary screen, biochemical, fluorescence | AID 720704, 2013 | Purified PLC-beta3, fluorogenic substrate | inhibition, % at 12.2 µM | 370,000 tested, 0.18% active; in the data active = inhibition above about 11%;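 note: 0% = median of compound wells on plate and 100% = full blocker control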
DAX1 inh-1: DAX1 (NR0B1) inhibitors, primary screen, cell-based, HEK293, Gal4-DAX1, luciferase luminescence; Nuclear receptor subfamily 0 group B member 1 (Homo sapiens), P51843; HEK293 Gal4-DAX1 luciferase reporter; inhibition, % at 6.75 µM; 340,000 tested, 0.99% active; AID 504766, 2011;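 active = inhibition above the mean over all tested compounds plus 3 SD, cut at about 4.2% in these data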;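 note: 0% = DAX1-transfected cells with DMSO and 100% = empty-vector control cells with DMSO; inhibition shows as a rise in luminescence from relieved DAX1 repression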
Target sequence (P51843 207-470 limits assumed): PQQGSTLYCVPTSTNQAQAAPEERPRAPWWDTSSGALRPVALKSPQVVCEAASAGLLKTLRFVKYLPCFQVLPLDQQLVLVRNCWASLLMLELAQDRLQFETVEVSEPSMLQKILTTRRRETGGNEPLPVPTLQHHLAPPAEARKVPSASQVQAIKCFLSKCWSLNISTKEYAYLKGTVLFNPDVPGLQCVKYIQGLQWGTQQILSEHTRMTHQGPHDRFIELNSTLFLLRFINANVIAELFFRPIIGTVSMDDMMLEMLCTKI
hcDAF12 agonist: H. contortus DAF-12 nuclear receptor activators, primary screen, cell-based, luminescence, HEK293, lit1-tk-luc reporter | HEK293 hcDAF-12 lit1-tk-luc reporter; 0% DMSO, 100% Δ7-dafachronic acid | activation, % at 6.8 µM | 370,000 tested, 1.4% active | AID 652067, 2013;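 active = activation above the mean of all tested compounds plus 3 SD, cut at about 5.5% in these data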;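 note: 100% = response to 3 µM Δ7-dafachronic acid high control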
HGIII-sPLA2 inh: human group III sPLA2 inhibitors, primary screen, biochemical, QFRET, BODIPY PC-A2 liposome substrate; Group 3 secretory phospholipase A2 (Homo sapiens), Q9NZ20; QFRET BODIPY PC-A2 liposome hydrolysis, fluorescence; inhibition, % at 12.2 µM; 370,000 tested, 0.56% active;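 active = inhibition above mean plus 3 SD of compounds lying within the high and low control bounds, cut at about 19% in these data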;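 note: 0% = median of test compound wells and 100% = no enzyme DMSO wells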
Target sequence (Q9NZ20 whole entry, looked up): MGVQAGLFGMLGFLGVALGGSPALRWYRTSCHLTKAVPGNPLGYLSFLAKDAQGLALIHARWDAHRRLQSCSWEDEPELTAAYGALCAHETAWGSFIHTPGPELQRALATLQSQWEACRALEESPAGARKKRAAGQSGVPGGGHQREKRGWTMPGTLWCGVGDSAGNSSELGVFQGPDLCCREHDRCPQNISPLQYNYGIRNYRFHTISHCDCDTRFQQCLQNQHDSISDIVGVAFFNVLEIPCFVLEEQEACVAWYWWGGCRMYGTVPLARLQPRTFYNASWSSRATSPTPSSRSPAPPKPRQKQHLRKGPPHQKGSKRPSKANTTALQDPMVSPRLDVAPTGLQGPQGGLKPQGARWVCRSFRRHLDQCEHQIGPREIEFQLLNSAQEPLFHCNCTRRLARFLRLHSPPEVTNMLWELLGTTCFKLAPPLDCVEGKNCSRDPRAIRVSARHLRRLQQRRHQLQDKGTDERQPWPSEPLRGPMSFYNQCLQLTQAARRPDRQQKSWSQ
hgDAF-12 ag: H. glycines DAF-12 receptor agonists, primary screen, cell-based, luminescence, HEK293, GAL4 fusion, UAS-luciferase | Nuclear hormone receptor DAF-12 (Heterodera glycines), GAL4 fusion | HEK293 GAL4-hgDAF12 UAS-luciferase reporter, agonist luminescence; normalized to butyrate control | activation, % at 6.8 µM | 370,000 tested, 1.8% active | AID 687014, 2013;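 active = activation above a cutoff set at the mean of all screened compounds plus 3 SD, cut at about 10% in these data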;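 note: 0% = DMSO wells and 100% = sodium butyrate wells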
DAX1 inh-2: DAX1 (NR0B1) inhibitors on StAR promoter, primary screen, cell-based, luminescence, SF-1 (NR5A1), full-length DAX-1; HEK293T StAR-luciferase reporter, SF-1/DAX-1 repression relief; inhibition, % at 6.8 µM; 370,000 tested, 1.1% active; AID 652010, 2013;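 active = inhibition above the mean over all tested compounds plus 3 SD, cut at about 3.6% in these data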;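 note: 0% = DAX-1 cells with DMSO and 100% = cells lacking DAX-1 with DMSO; higher inhibition means more luminescence from relief of DAX-1 repression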
NR1D1 modulator: modulators of Rev-erb alpha DNA binding, primary screen, biochemical, FITC-DNA, fluorescence polarization, uHTS; 370,000 tested, 0.79% active; activity, % at 10 µM; AID 1259318, 2017; Rev-erbα–FITC-DNA binding, 90 min;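 active = activity above about 14%, limit read from the data; passing the limit was not always enough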;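 note: 0% = DMSO wells with 35 nM protein and 100% = DMSO wells with 750 nM protein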
PG9 binder: binders of HIV-1 gp120 antibody PG9, primary screen, biochemical, TR-FRET; TR-FRET gp120-PG9 antibody binding; inhibition, % at 6.7 µM; 360,000 tested, 0.43% active; AID 624416, 2012; in the data active = inhibition above about 8.5%
Active calls of the source: *; i = inactive; . = no result given.

SMILES	FXN GAA850 act	ssDAF-12 act	SMARCA2 act	PLC-beta3 inh	DAX1 inh-1	hcDAF12 agonist	HGIII-sPLA2 inh	hgDAF-12 ag	DAX1 inh-2	NR1D1 modulator	PG9 binder
COc1ccc(C2(CNC(=O)c3ccc(Br)o3)CCOCC2)cc1	0.1	-1.3	0	1	-0.6	-1.7	5	-0.7	-0.1	5	1.7
NC(=O)N1N=C2/C(=C/c3ccccc3)CCCC2C1c1ccccc1 (stereo not drawn)	-0.8	-0.9	-3	-94	-1.3	0.9	-8	0.1	-0.6	-4	-1.1
Cc1ccc(S(=O)(=O)Nc2cccc3c2O[C@@H](CN(C)C(=O)Nc2ccc4c(c2)OCO4)[C@H](C)CN([C@@H](C)CO)C3=O)cc1	-0.4	-1.4	0	-2	-0.2	-0.6	-12	-1.3	0.4	-2	-1.5
CCSc1nnc(-c2cccs2)o1	2.3	-1.4	4	0	-0.4	0.3	1	1.1	0.9	2	-0.5
COc1ccc(S(=O)(=O)N/N=C(/C)c2ccco2)cc1	1.5	-0.9	0	-9	0.9	-1.4	-1	-0.7	0.3	-5	-3.4
Cc1ccc(S(=O)(=O)c2nnn3c2nc(N2CCN(c4ccccn4)CC2)c2ccccc23)cc1C	0.8	0.1	0	-9	-0.2	-0.5	8	0.3	0.2	72*	1.0
C/C=C/C(=O)Nc1cccc(C2=NOC3(C2)C[C@@H](C(N)=O)N(C(=O)C(c2ccccc2)c2ccccc2)C3)c1 (stereo partly drawn)	0.0	-1.2	-2	0	1.6	-0.5	-29	0.8	-0.7	1	-0.8
CCOC(=O)c1ccc(-n2c(O)c(/C=N/NC(=O)C3COc4ccccc4O3)c3ccccc3c2=O)cc1 (stereo not drawn)	-3.5	-0.9	-1	-182	0.5	-1.9	15	-0.2	-0.2	0	0.5
OC(COCc1cccs1)CN1CCN(c2cccc(C(F)(F)F)c2)CC1 (stereo not drawn)	-0.3	-0.4	-1	0	0.9	-1.4	3	0.8	-0.1	3	-2.7
O=c1c2ccccc2c(-c2ccccc2)nn1Cc1c(Cl)cccc1Cl	3.4	-1.8	-1	2	1.5	-1.0	-6	2.7	0.4	6	1.1
Cc1nn(CC(=O)N2CCN(C)CC2)c(=O)c2ccccc12	-1.2	-1.8	-1	-6	0.4	-0.8	5	-0.8	-0.3	3	-1.4
Cc1c(Cl)cccc1NC(=O)Nc1ccc(C(N)=O)cc1	0.2	-1.5	0	-4	-1.0	0.2	13	-0.6	-0.5	1	0.7
CN(Cc1cccs1)C(=O)CN1C(=O)c2ccccc2S1(=O)=O	1.9	-0.9	1	-2	-0.5	0.2	-4	1.6	0.3	1	0.0
CCC(=O)Oc1oc(-c2ccccc2)nc1C=Nc1ccc(C)cc1	-0.5	-1.5	-1	6	1.8	-1.1	-4	0.8	-0.2	0	-1.7
Oc1ccc(Br)cc1CNc1nccs1	0.2	-2.0	1	-4	1.4	0.8	-4	-1.9	0.2	-4	-0.2
Cn1cc(Cl)c(C(=O)NC(=S)Nc2sc3c(c2C#N)CCCCC3)n1	3.0	0.7	0	-2	0.0	0.7	11	-0.4	0.1	-2	-1.9
Cc1ccsc1/C=C1\SC(N2CC(C)OC(C)C2)=NC1=O (stereo not drawn)	2.5	-0.1	1	-4	0.9	-2.2	9	-1.7	-1.1	6	-6.7
Cc1cc(-c2cccs2)nc(-n2cccc2)n1	3.9	-0.8	-1	-97	1.2	1.6	1	2.9	0.7	2	0.5
CC(=O)C1=C(C)NC(=O)NC1c1cc(Br)ccc1OCC#N (stereo not drawn)	-0.5	-1.4	4	3	-0.8	-0.6	1	0.0	-0.7	-2	0.1
O=C(O)CCN1C(=O)c2ccc(NC(=O)c3ccco3)cc2C1=O	1.9	-1.9	4	-106	0.4	-1.5	-3	-4.3	-0.1	-4	-2.5
CCOc1cc2c(C#N)c(N3CCNCC3)nc(N)c2c(N)n1	2.8	-1.2	2	i	1.9	-1.2	-4	0.9	-0.8	-27	-0.1
Cc1cc(NC(=O)c2cccc(S(=O)(=O)N3CCCC3)c2)no1	3.6	-1.3	0	2	0.3	-1.1	2	0.4	-0.7	-4	-1.6
O=C(C(Sc1ccccc1)c1ccccc1)N1CCOCC1 (stereo not drawn)	0.1	-1.4	-3	2	-0.1	-1.5	7	0.0	0.0	2	1.7
O=C1CC(=O)NC(SCC(=O)Nc2ccccc2[N+](=O)[O-])=N1	-1.0	0.5	1	-14	-1.6	4.5	-6	-2.1	-0.1	-3	-2.2
CC1Cc2ccccc2N1C(=O)CSc1ncccn1 (stereo not drawn)	3.0	-0.8	1	-3	-0.5	1.0	11	2.2	-0.3	-3	0.6

Three consecutive entries already listed, for reference:
SMILES	FXN GAA850 act	ssDAF-12 act	SMARCA2 act	PLC-beta3 inh	DAX1 inh-1	hcDAF12 agonist	HGIII-sPLA2 inh	hgDAF-12 ag	DAX1 inh-2	NR1D1 modulator	PG9 binder
O=C(C(Sc1ccccc1)c1ccccc1)N1CCOCC1 (stereo not drawn)	0.1	-1.4	-3	2	-0.1	-1.5	7	0.0	0.0	2	1.7
O=C1CC(=O)NC(SCC(=O)Nc2ccccc2[N+](=O)[O-])=N1	-1.0	0.5	1	-14	-1.6	4.5	-6	-2.1	-0.1	-3	-2.2
CC1Cc2ccccc2N1C(=O)CSc1ncccn1 (stereo not drawn)	3.0	-0.8	1	-3	-0.5	1.0	11	2.2	-0.3	-3	0.6

(further entries)
SMILES	FXN GAA850 act	ssDAF-12 act	SMARCA2 act	PLC-beta3 inh	DAX1 inh-1	hcDAF12 agonist	HGIII-sPLA2 inh	hgDAF-12 ag	DAX1 inh-2	NR1D1 modulator	PG9 binder
COc1cc(CCCN2CCNC[C@H]2Cc2cccc3ccccc23)cc(OC)c1OC	3.0	-0.8	-1	1	0.0	0.1	-24	-0.2	0.6	-3	-2.2
C=CCNC(=O)CSc1cc([N+](=O)[O-])cc(S(=O)(=O)Cc2ccccc2)c1	2.3	-1.5	-3	3	0.0	-2.3	-12	0.2	-0.6	2	-2.1
C/C(=N\NC1=NCCN1)c1ccc(N)c([N+](=O)[O-])c1	2.1	-0.5	0	-5	2.5	4.2	5	4.2	0.7	5	1.1
Cc1[nH]c2ccccc2c1C(=O)CN1C(=O)C(=O)N(CCC2=CCCCC2)C1=O	-0.8	-0.6	-3	-6	-0.2	5.3	-10	3.2	-0.2	-3	0.5
O=C(NCCCN1CCOCC1)c1cc(Cl)ccc1OCc1ccccc1	-1.3	-0.6	5	-6	-0.3	1.0	-8	-0.8	0.1	0	-1.3
Cc1ccc(-c2n[nH]c(=O)c3ccccc23)cc1S(N)(=O)=O	0.2	-0.8	-3	-4	0.5	-2.6	-4	-3.8	-0.2	-1	-0.7
Cc1cc(C)cc(N(CC(=O)NC2CCCC2)C(=O)c2csnn2)c1	3.3	-0.4	-1	-3	-0.8	3.6	0	-0.3	0.1	0	-1.1
OC(CNCc1ccco1)COc1ccccc1 (stereo not drawn)	1.4	-1.1	-2	-2	0.5	-0.5	9	-0.3	0.5	-3	-0.8
CCCCCC(O)C=CC1C(O)CC(O)C1CC=CCCCC(=O)O (stereo not drawn)	5.7	-1.1	7	0	2.2	-2.2	-2	-1.3	-1.3	2	-2.5
CCOC(=O)C1CN(S(=O)(=O)c2cc(OC)ccc2OC)C1	0.4	-0.6	2	-1	0.9	0.3	-4	0.2	0.3	-1	-0.5
COc1ccc(S(=O)(=O)N2CC(C)N(C(=O)N3CCOCC3)C2)cc1 (stereo not drawn)	1.6	-0.2	-1	-2	-1.1	-1.9	1	-2.2	-0.4	7	0.4
CN(C(=O)c1ccc(OC2CCN(CCc3ccccc3)CC2)cc1)C1CCOC1 (stereo not drawn)	2.5	-1.3	0	3	1.7	-0.2	-5	-1.7	0.1	-1	-0.1
CCOCCN(C(=O)COC)c1cccc(OC)c1	0.8	-1.1	-3	-3	-0.5	-0.1	8	-0.2	-0.2	-1	-0.1
O=C1Nc2c(Cl)cccc2C1=O	.	-0.5	-3	-3	.	2.0	13	-0.5	1.2	-7	1.2
CC(C)[C@H](NC(=O)OC(C)(C)C)c1cc(C(=O)NCCO)c(N)s1	.	-1.2	0	-6	.	0.5	-2	-2.6	-0.4	9	-1.2
OC1COC(OCc2ccccc2)C(O)C1O (stereo not drawn)	1.5	-1.3	-1	-3	2.0	-2.7	0	5.7	-0.1	2	-1.8
CN(Cc1ccccc1)C(=O)c1[nH]cnc1C(=O)NCc1ccc(CNC(=O)OC(C)(C)C)cc1	1.1	-1.9	-2	6	0.1	-2.4	-20	-3.5	-1.4	2	0.2
O=C(Cc1ccc(Br)cc1)N1CCN(c2ccccc2O)CC1	1.6	-0.8	-3	-1	0.9	-0.5	-10	0.2	0.5	-4	0.6
CCOC(=O)c1c(C)[nH]c(C(=O)OCc2ccc([N+](=O)[O-])cc2)c1C	2.0	-0.6	0	-3	-0.5	-0.1	-4	-0.9	-0.1	6	0.7
CC(C)CC(=O)Nc1ccnn1C1CCN(C(=O)c2ccc(Cl)cc2F)CC1	-0.3	-0.9	-1	8	-0.1	-1.8	1	-1.3	1.1	3	-1.6
CCCNC(=O)c1ccc2c(c1)ncn2-c1cc(C)cc(C)c1	3.1	-1.5	-2	-2	-0.7	-3.8	1	-5.1	0.2	-2	-0.7
CC(=O)Nc1ccccc1NC(=O)C/C(C)=N/NC(=O)C1CCCCC1	1.4	-0.6	-2	-8	-0.7	-1.8	-1	1.2	0.4	-4	-0.5
CC1CCCC(C)N1C(=O)COC(=O)CNC(=O)c1ccccc1 (stereo not drawn)	-0.6	-1.3	-3	-7	0.8	0.3	5	5.8	-1.6	-6	-1.1
CN(C(=O)CC1C(=O)NCCN1Cc1ccoc1)C1CCOCC1 (stereo not drawn)	0.9	-1.0	3	6	1.5	-1.0	2	6.6	-0.5	0	-4.0
COc1ccccc1NC(=O)C1=C(C)Nc2nc(CCCO)nn2C1c1ccc2c(c1)OCO2 (stereo not drawn)	-1.1	-1.1	-1	-3	2.5	-1.9	15	-0.1	-0.5	-1	1.4
COC(=O)NC1CCS(=O)(=O)C1 (stereo not drawn)	-0.4	-1.0	-2	0	-0.6	-0.7	7	-2.3	-0.5	-1	2.3
CC(C)C[C@H]1CN(CCCC[C@@H]2CNC(=O)C(=O)N2CC2CCCCC2)C(=O)C(=O)N1CCC1CCCCC1	.	-0.9	-3	4	.	-1.4	-1	0.7	2.3	-4	-1.2
CC(=O)N1CCCN(Cc2nc(C3(c4ccc(C)cc4)CCCC3)no2)CC1	2.2	-1.0	-3	-4	-0.8	0.4	3	4.7	0.5	-4	1.5

Screening data deposited in PubChem BioAssay by several laboratories.
